# PV pol inh = poliovirus RdRp elongation inhibitors, primary screen, biochemical, fluorescence polarization, total intensity; Genome polyprotein (Poliovirus type 1 (strain Mahoney)), P03300; % elongation, % (compound at 16.7 µg/mL); poliovirus polymerase elongation; hits give low values; actives 0.66% (n = 150,000); in the data active = % elongation below about 90%; note: some results filed as inactive read as strong as hits
# Target sequence (P03300 1749-2209 limits assumed): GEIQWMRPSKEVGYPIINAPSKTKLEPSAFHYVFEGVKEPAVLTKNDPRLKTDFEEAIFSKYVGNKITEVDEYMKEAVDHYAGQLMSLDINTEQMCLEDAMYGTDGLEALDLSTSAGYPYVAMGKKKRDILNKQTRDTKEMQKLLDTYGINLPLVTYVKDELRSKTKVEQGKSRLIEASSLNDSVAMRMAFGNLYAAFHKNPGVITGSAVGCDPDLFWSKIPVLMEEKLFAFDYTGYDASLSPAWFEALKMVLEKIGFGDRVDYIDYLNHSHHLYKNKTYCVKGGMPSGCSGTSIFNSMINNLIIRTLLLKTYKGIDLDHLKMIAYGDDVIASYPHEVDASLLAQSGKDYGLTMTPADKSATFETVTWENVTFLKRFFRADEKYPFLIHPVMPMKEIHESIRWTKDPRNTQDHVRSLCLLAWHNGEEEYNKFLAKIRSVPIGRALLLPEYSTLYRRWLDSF
# PV pol inh FP z-score = second read-out of PV pol inh, no call of its own (marks repeat the call); z-score; measured here: FP z-score; hits read low
# The depositor's hits bear a star. Not all compounds are listed; count on the stated rates, not on these rows.
SMILES,PV pol inh,PV pol inh FP z-score
c1ccc(Cn2nnnc2C(c2cccnc2)N2CCN(c3ccccc3)CC2)cc1 (stereo not given),103.0,0.5
CCc1ccc(NC(=S)NC(=O)c2cccs2)cc1,103.0,0.4
O=C(OCn1nnc2ccccc2c1=O)C1CC(O)CN1S(=O)(=O)c1ccc(Cl)cc1 (stereo not given),99.0,-0.7
CC(C)=NNC(=O)c1cccn1C,102.0,0
CCN(C(=O)C(C)Nc1ccc(OC)cc1OC)C1CCCCC1 (stereo not given),110.0,0.8
O=C1NC(=O)C(c2ccccc2)C(=O)N1,97.0,-0.5
CCN(CC)Cc1c(O)ccc2c1O/C(=C\c1ccccc1Cl)C2=O,98.0,-1.2
COc1ccccc1NC(=O)CSC1=Nc2ccccc2C2=NC(CC(=O)NCCc3ccccc3)C(=O)N12 (stereo not given),106.0,0.1
CC(C)N(CCc1ccncc1)C(=S)NCc1ccccc1,101.0,-0.5
CCCSc1ncc(Cl)c(C(=O)Nc2sc3c(c2C(=O)OC)CCCC3)n1,105.0,-0.4
COC(=O)c1[nH]nc2c1C(=O)N(Cc1ccccc1)C2=O,101.0,0
O=C(Nc1ccc(F)cc1Cl)n1ncc2cc(Cl)ccc21,100.0,-1.7
CCOc1ccc(-c2nnc(SCC(=O)NCc3ccccc3Cl)o2)cc1,108.0,0
Fc1ccc(-c2nc3n(n2)Cc2ccccc2-3)cc1,100.0,-0.8
CCC(C(=O)Nc1cc(Cl)ccc1OC)n1nc(-c2ccccc2)ccc1=O (stereo not given),100.0,-1.6
Cc1cc(OCC(=O)N2C(C)CCCC2C)ccc1Cl (stereo not given),105.0,0
O=C(Cn1c(=O)oc2cc(Cl)ccc21)Nc1cccc(C(F)(F)F)c1,104.0,0.1
CC(C(=O)Nc1ccc(S(N)(=O)=O)cc1)N(C)CC1COc2ccccc2O1 (stereo not given),100.0,-0.2
CCCCN(CC)C(=O)c1ccc2c(=O)n(CC(C)C)c(=S)[nH]c2c1,95.0,-0.8
CC1Cc2cc(S(=O)(=O)NCCc3ccccc3)ccc2N1C(=O)C1CCC1 (stereo not given),107.0,0.1
COCCNC(=O)c1cn(C(C)c2ccccc2)nn1 (stereo not given),101.0,0.1
COc1ccc(C/C(C)=N/Nc2nc(C)cc(=O)[nH]2)cc1,98.0,-0.4
O=c1cc(-c2ccccc2)nc(SCc2nc(-c3ccc(C(F)(F)F)cc3)no2)[nH]1,104.0,-0.4
Cc1ccc(S(=O)(=O)NC(=NC2CCCCC2)c2ccccc2)cc1,104.0,0.6
N#Cc1ccccc1NC(=O)CN1C(=O)c2ccccc2C1=O,103.0,0.4
Cc1ccc(OC(C)C(=O)NCC2(N3CCOCC3)CCCCC2)cc1C (stereo not given),106.0,-0.1
CCOC(=O)Cc1ccc(NC(=O)NCc2ccc3c(c2)CCN3C(=O)CC)cc1,111.0,0.9
NC(=O)Cn1cnc2c(cnn2-c2ccc(Cl)cc2)c1=O,98.0,-1.3
CCS(=O)(=O)N1CCc2cc(C(=O)Cn3ncc(Cl)c(Cl)c3=O)ccc21,101.0,-0.3
N#Cc1ccc(OCc2nnc3n2CCCCC3)cc1,102.0,0.5
Oc1ccc2cc(Br)ccc2c1,100.0,-0.2
Cc1ccsc1C(=O)OCC(=O)NC1CC1,100.0,-0.7
O=c1[nH]c(C2CCN(S(=O)(=O)Cc3ccccc3)CC2)nc2c1nnn2Cc1cccc(Cl)c1,103.0,0.3
CC(C)(C)c1oc(C(=O)O)cc1COCC(F)(F)F,99.0,-1.2
CS(=O)(=NS(=O)(=O)c1ccccc1)c1ccccc1 (stereo not given),98.0,-0.8
CCOC(=O)N1CCC(NC(=O)Cn2nc(CC)n3c(cc4sc(CC)cc43)c2=O)CC1,101.0,-0.8
Cn1c(=N)n(CCCOc2ccc(F)cc2)c2ccccc21,99.0,-0.4
O=C(O)c1sc2ccccc2c1Nc1ccccc1,100.0,-0.4
Cc1cc2oc(=O)c(CC(=O)O)c(C)c2c2occ(-c3ccccc3)c12,101.0,-1.2
CCN(CC)P1(=O)OC(c2cc(OC)c(OC)c(OC)c2)=Nc2c1c(C)nn2-c1ccccc1 (stereo not given),97.0,-0.6
CCc1cccc(C)c1NC(=O)Cn1ccn(-c2cccc(OC)c2)c(=O)c1=O,111.0,0.8
COc1cccc(C(=O)NCC(c2ccc(N(C)C)cc2)N2CCc3ccccc32)c1OC (stereo not given),108.0,0.4
CCOC(=O)c1cc(-c2ccccc2)n(CC(=O)NCc2ccccc2)c1C,113.0,1.6
COC(=O)c1ccc(NC(=O)CSc2n[nH]c(-c3ccccc3)n2)cc1,115.0,1.6
O=C1C(=O)N(C2CCN(C(=O)c3ccc(Cl)cc3)CC2)CCN1Cc1ccc(F)cc1,107.0,0.1
O=C(NCC12CC3CC(CC(C3)C1)C2)N1CCN(CCO)CC1,100.0,-0.6
CC1=C(C(=O)N(C)C)C(c2ccc(Br)cc2)n2c(nc3ccccc32)N1 (stereo not given),99.0,-1.6
Cc1ccccc1N=C1SCCCN1C(=O)c1ccc2c(c1)OCO2,106.0,0.3
O=C(CN(CCO)C(=O)c1ccc(Cl)cc1)Nc1ccc(F)cc1,106.0,0.5
Nc1ccc(OC(F)(F)C(F)F)c(N)c1,99.0,0.1

# Profiles, quoted from the list. Screens in order: PV pol inh | PV pol inh FP z-score
# Profile of `O=C(NCC12CC3CC(CC(C3)C1)C2)N1CCN(CCO)CC1` = 100.0 | -0.6
# Profile of `COc1cccc(C(=O)NCC(c2ccc(N(C)C)cc2)N2CCc3ccccc32)c1OC` (stereo not given) = 108.0 | 0.4
# Profile of `Nc1ccc(OC(F)(F)C(F)F)c(N)c1` = 99.0 | 0.1
# Profile of `CC1=C(C(=O)N(C)C)C(c2ccc(Br)cc2)n2c(nc3ccccc32)N1` (stereo not given) = 99.0 | -1.6
# Profile of `CCOC(=O)c1cc(-c2ccccc2)n(CC(=O)NCc2ccccc2)c1C` = 113.0 | 1.6

# Following part
SMILES,PV pol inh,PV pol inh FP z-score
CCOC(=O)/C(C#N)=C/c1cn(CCC#N)nc1-c1ccccc1,100.0,0
O=c1c(C=Nc2cc(Cl)ccc2O)c(O)n(C2CCCCC2)c(=O)n1C1CCCCC1,100.0,0
CC(Sc1nc(N)cc(N)n1)C(=O)Nc1cccc(Cl)c1 (stereo not given),100.0,0.1
O=C1CSc2ccccc2N1Cc1n[nH]c(=S)n1Cc1ccccc1,99.0,-0.3
CCOc1ccc(CC(=O)O)cc1OCC,99.0,-0.3
CCc1ccc(S(=O)(=O)c2cn(C)c3cc(N4CCCC4)c(F)cc3c2=O)cc1,112.0,1.1
COc1ccc(-c2nc(CN3CCC(C(=O)NC(C)C)CC3)c(C)o2)cc1OC,104.0,0.8
O=C(Cn1c(=O)n(-c2cccc(Cl)c2)c(=O)n1CC(=O)N1CCCCC1)N1CCCCC1,101.0,0.3
CCN1CCN(C(=O)C2C3CCC(C3=C(C)C)C2C(=O)O)CC1 (stereo not given),100.0,-1.1
COc1ccc(N(C(=O)c2cccc(C)c2)S(=O)(=O)c2ccc(C)cc2)cc1,108.0,0.7
CCS(=O)(=O)c1ccc(O)c(NC(=O)Nc2ccccc2OC)c1,99.0,-0.8
CSc1ccc(OC(=O)Nc2ccc(Cl)cc2)cc1,102.0,0.1
CCN(CC)C(=O)CSc1nc(-c2ccco2)cc(C(F)(F)F)c1C#N,105.0,0.8
COc1cc2c(cc1OC)C(COc1ccc3c(C)cc(=O)oc3c1)N(C(=O)c1cccc(OC)c1OC)CC2 (stereo not given),107.0,0.5
CCCCN(CCCC)CCNC(=O)Cn1nc(CC)n2c(cc3sccc32)c1=O,105.0,-0.4
CC(C)n1nccc1NC(=NC1CC1)c1ccccc1,105.0,0.2
CCCCc1ccc(-n2nc3cc(Cl)c(NC(=O)c4ccc(OC)cc4)cc3n2)cc1,109.0,1
CCOC(=O)c1cc2c(c(CSc3nc4ccccc4c(=O)n3Cc3cccs3)c1)OCOC2,101.0,-0.1
O=c1c2ccccc2nc2n1CCCN2,102.0,-0.1
Cc1ccc(C)c(NC(=O)Cn2ncc3c([nH]c4ccccc43)c2=O)c1,100.0,-1.3

# Another view of some results above:
CCN(CC)C(=O)CSc1nc(-c2ccco2)cc(C(F)(F)F)c1C#N
  PV pol inh: 105.0; PV pol inh FP z-score: 0.8
CSc1ccc(OC(=O)Nc2ccc(Cl)cc2)cc1
  PV pol inh: 102.0; PV pol inh FP z-score: 0.1
CCCCN(CCCC)CCNC(=O)Cn1nc(CC)n2c(cc3sccc32)c1=O
  PV pol inh: 105.0; PV pol inh FP z-score: -0.4
CCS(=O)(=O)c1ccc(O)c(NC(=O)Nc2ccccc2OC)c1
  PV pol inh: 99.0; PV pol inh FP z-score: -0.8

# Carrying on:
SMILES,PV pol inh,PV pol inh FP z-score
O=C1ON=C(c2ccccc2)/C1=C\c1ccc2c(c1)OCO2,102.0,0.1
COC(=O)c1ccc(COC(=O)c2ccc(-n3cnnn3)cc2)o1,103.0,0.2
Cc1c(C(=O)N(Cc2cccs2)C2CCCC2)sc2nc3n(c(=O)c12)CCCCC3,101.0,0
COc1cc2c(cc1OC)CN(C(=O)c1cc(=O)c3ccccc3o1)CC2,103.0,-0.1
CCc1cccc2c(-c3ccccc3)nc(SCC(=O)Nc3ccc(OC)cc3)nc12,105.0,-0.9
COC(=O)C(NC(=O)CC(C)C)(Nc1nc2c(s1)CCCC2)C(F)(F)F (stereo not given),99.0,-1.2
CC(C)Cn1c(=O)c2ccccc2n2c(CCC(=O)NC(C)c3ccccc3)nnc12 (stereo not given),104.0,-0.2
COc1cc(CNCCSc2nnnn2C)ccc1OCc1ccc(C)cc1,108.0,0.8
NC(=O)NCC(=O)N1CCN(c2c(F)c(F)c(F)c(F)c2F)CC1,103.0,0
CC(Cc1ccco1)NC(=O)c1ccc(C(F)(F)F)cc1 (stereo not given),102.0,0
CCC(=O)Nc1ccc2nc(SCCOc3ccc(C)cc3)sc2c1,104.0,-0.7
CCc1ccc(NC(=O)CN2C(=O)c3cccc4cccc2c34)cc1,103.0,-0.4
CC1=C(C(=O)Nc2ccccc2C(=O)NCCc2ccco2)SCCO1,100.0,-0.6
O=C(O)CCn1cc(/C=C2\SC(=S)NC2=O)c(-c2ccccc2)n1,98.0,-0.5
CNC(=O)c1cc(OC)ccc1Br,108.0,0.7
Cc1cccn2c(=O)c(C(=O)NCc3cccc(F)c3)cnc12,107.0,0.1
O=C(Cn1c(-c2ccccc2)noc1=O)Nc1ccc(N2CCCCCC2)cc1,103.0,0.2
N#Cc1ccc2ccn(CC(=O)NCCc3ccccc3)c2c1,101.0,-0.6
COc1ccc(N2CC(c3nc(-c4cc(OC)c(OC)c(OC)c4)no3)CC2=O)cc1Cl (stereo not given),110.0,1.1
Cc1ccc(Cl)cc1N1CCN(c2ncnc3onc(-c4ccc(F)cc4)c23)CC1,109.0,0.4
N#CC1(C#N)C(c2ccco2)OC23CCCCC2C1(C#N)C(=N)O3 (stereo not given),90.0,-2.3
CS(=O)(=O)c1ccc2sc(N)nc2c1,104.0,0.6
C[C@@H]1C(=O)OC2[C@H](O)C34[C@@H]5OC(=O)[C@@]3(O[C@@H]3OC(=O)[C@H](O)[C@@]34[C@H](C(C)(C)C)[C@H]5O)[C@]21O (stereo not given in full),101.0,0.3
O=C(c1cc(-c2ccc3c(c2)OCO3)on1)N(C1CCCCC1)C1CCCCC1,101.0,0
Cc1ccc(C)c(NC(=O)C(=O)NCC(c2cccnc2)N2CCN(c3ccc(F)cc3)CC2)c1 (stereo not given),103.0,-1.3
CSc1nc(N/C=C(\C#N)S(=O)(=O)c2ccccc2Cl)nc(N(C)C)n1,101.0,-0.2
COc1ccc(C(=O)Nc2ccc(-c3cc4ccccc4oc3=O)c(C)c2)cc1Br,100.0,-0.3
CN(C)C(=O)c1ccc(I)cc1,102.0,0.4
Cc1cccc(N2CCN(Cc3c(O)ccc4ccccc34)CC2C)c1 (stereo not given),105.0,0.3
CC1(c2ccc3c(c2)OCCO3)NC(=O)N(CC#N)C1=O (stereo not given),104.0,0.1
CCCC(=O)NC(=S)Nc1cccc(-c2nc3cc(C)cc(C)c3o2)c1C,98.0,-0.7
CCOc1ccc(CNCc2c(C(=O)O)n(Cc3ccccc3F)c3cc(OC)ccc23)cc1,110.0,0.4
Cc1oc(-c2ccccc2F)nc1CSc1nnc(C)n2c1cc1occc12,116.0,1.7
O=C(CSC(=S)N1CCOCC1)c1c[nH]c2ccccc12,99.0,-1.4
Cc1cc(C)cc(NS(=O)(=O)c2ccc3[nH]cc(C(=O)NCc4ccco4)c(=O)c3c2)c1,111.0,0.5
NC(=O)Cn1nc2sc3ccccc3n2c(=O)c1=O,101.0,0
Cc1c(-c2cccc(NC(=O)Cc3ccccc3)c2)nc2ncccn12,97.0,-2.4
O=C(NCc1cccs1)c1cc2c(s1)-c1ccccc1OC2,104.0,1.2
COc1ccccc1NC(=O)CCS(=O)(=O)c1cc2c3c(c1)CCN3C(=O)CC2,112.0,0.4
CCCSc1oc(-c2ccccc2)nc1S(=O)(=O)c1ccccc1,104.0,0.7
O=c1oc2cc3occ(-c4ccccc4)c3cc2c2ccccc12,102.0,0.1
O=C1CCCC1C1Sc2ccccc2NC1=O (stereo not given),103.0,0.4
COc1ccccc1NC(=S)NC(=O)C(C)C,100.0,0.2
CC1CCN(CN2C(=O)c3ccccc3C2=O)CC1,98.0,-0.1
Cc1cc2n(n1)C(c1cccs1)Nc1ccccc1-2 (stereo not given),101.0,0
CC(=O)Nc1ccc(-c2nnc3n(CC(C)C)c(=O)c4ccccc4n23)cc1,107.0,-0.1
CC(C)Oc1ccc(C(=O)N(CN2CCCC2=O)c2ccc(F)cc2)cc1,102.0,0.8
CCOC(=O)c1cccnc1SCC(=O)N(C)c1ccccc1,99.0,-0.6
O=C(O)c1ccccc1C(=O)Nc1ccc(Br)c2cccnc12,103.0,-0.5
Cc1cccc(NC2=NS(=O)(=O)c3ccccc3N2)c1,102.0,0
Cc1ccccc1CN1CCN(c2ccc(Cl)cc2)CC1,103.0,0.6
COc1ccc(NC(=O)c2cnc(Nc3ccc(C)c(Cl)c3)c3ccccc23)c(OC)c1,103.0,-0.1
CC(C)(C)C1CCc2c(sc3c2C(=O)NC(c2ccco2)N3)C1 (stereo not given),102.0,-0.2

# Screening results (PubChem BioAssay)
